TDP1 block – blocks human tyrosyl-DNA phosphodiesterase 1. Q9NUW8. recombinant TDP1, AlphaScreen DNA substrate cleavage. Potency, µM (series often up to 130 µM), without a hit: at the highest dose activity change, negative = inhibition, hits mostly inhibitors. hit rate 0.28% among 350,000. AID 485290; note: nearly all actives have a fitted effect of over 40% in size
Target sequence (Q9NUW8 whole entry, looked up): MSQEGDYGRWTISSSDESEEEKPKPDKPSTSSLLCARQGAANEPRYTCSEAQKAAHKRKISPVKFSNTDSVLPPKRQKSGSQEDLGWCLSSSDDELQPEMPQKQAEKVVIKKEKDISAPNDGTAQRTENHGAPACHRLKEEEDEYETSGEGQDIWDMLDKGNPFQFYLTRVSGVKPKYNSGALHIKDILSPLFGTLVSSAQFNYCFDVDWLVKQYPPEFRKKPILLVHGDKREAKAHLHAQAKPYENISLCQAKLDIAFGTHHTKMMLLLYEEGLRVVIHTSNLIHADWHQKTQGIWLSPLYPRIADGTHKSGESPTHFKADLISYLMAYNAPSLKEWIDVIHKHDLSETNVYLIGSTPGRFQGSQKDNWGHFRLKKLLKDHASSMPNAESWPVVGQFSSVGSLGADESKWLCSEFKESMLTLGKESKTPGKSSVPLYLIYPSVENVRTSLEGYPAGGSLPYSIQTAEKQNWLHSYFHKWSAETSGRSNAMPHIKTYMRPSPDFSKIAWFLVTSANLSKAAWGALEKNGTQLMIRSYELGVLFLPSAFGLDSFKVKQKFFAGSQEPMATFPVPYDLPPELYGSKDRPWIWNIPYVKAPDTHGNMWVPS
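Tdp1 1 nM final; 15 min RT w/ cpd; substrate 15 nM, 5 min; beads 10 ug/ml, 10 min; AlphaScreen read. Neg ctrl: no enzyme.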
TDP1 cell noCPT – qHTS for Inhibitors of human tyrosyl-DNA phosphodiesterase 1 (TDP1): qHTS in cells in absence of CPT; Potency, µM (highest dose often 46.2 µM), inactives show top-dose activity change, negative = growth inhibition, actives largely listed as inhibitors; hit rate 15% among 420,000; DT40 Tdp1-/- hTDP1 cells, no CPT, ATP luminescence, 48 h; note: nearly all actives have a fitted effect of over 55% in size
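A cellular qHTS used chicken DT40 cells lacking endogenous Tdp1 but carrying stably transfected human TDP1. Compounds were applied without camptothecin, and cell growth kinetics were judged by ATP-dependent luminescence after ≥48 hr.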
KAT2A inh – inhibitors of human GCN5L2 histone acetyltransferase; GCN5L2 HAT assay, ThioGlo1 CoA-SH fluorescence; Potency, µM (series often up to 58.9 µM), without a hit: at the top dose activity change, negative = inhibition, hits mostly inhibitors; hit rate 0.21% among 390,000
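Fluorescence readout, Ex340nm/Em540nm: ThioGlo1 (50uM final) reacts with free CoA thiol released as 20nM GCN5L2 acetylates H3(1-25) peptide (75uM) using acetyl-CoA (70uM). Compound and enzyme sat 15 min beforehand; 20 min room-temperature reaction.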
Starred values were filed as active, the others as inactive; ? = inconclusive; · = no result given; [ ] = remark or other dose. Calls come from the whole dose curve; as a rule, active = well fitted curve in the direction sought with a large enough effect; inconclusive = small, poorly fitted or top-dose-only effect, or another doubt; inactive = no such curve, though single readings can be large; an effect the other way counts as inactive or inconclusive. % is set by controls: 0 for no effect and ±100 for the full control effect; potency is the fitted concentration of half-maximal effect. This is a subset (hit frequency here may not be typical).

SMILES | TDP1 block | TDP1 cell noCPT | KAT2A inh
COC(=O)CNC(c1ccccc1)c1cc(Br)ccc1NC(=O)CCN1CCOCC1 (stereo unspecified) | 3% | 1.6µM* | -2%
Cc1ccc(C)c(CN2CCSCC2)c1 | · | -2% | -3%
COc1ccc(-c2csc(N(Cc3ccccc3)C(=O)COc3ccc(Cl)cc3)n2)cc1 | 2% | 18µM* | -8%
COc1ccc(C(F)(F)F)cc1N/C=C/c1nnnn1-c1ccc(C)cc1 | -3% | -26% | -6%
Cc1c(C(=O)N2CCN(c3ccccc3)CC2)sc2ncnc(N3CCC(C)CC3)c12 | 2% | · | -4%
COc1ccccc1CNCC(=O)Nc1cc(S(=O)(=O)N2CCOCC2)ccc1Cl | 0% | 16µM* | 0%
CCOc1ccc(N(CC(=O)NCCC2=CCCCC2)S(=O)(=O)c2ccccc2)cc1 | 3% | ? | -1%
COC(=O)C(NC(=O)c1ccco1)(Nc1nc(C)cs1)C(F)(F)F (stereo unspecified) | 2% | -14% | -10%
COCc1cc(C)nc(Sc2nc3c(c(=O)n(C)c(=O)n3C)n2C)c1C#N | · | 3% | -23%
CC(=O)Nc1ccc(NC(=O)c2ccc3c(c2)CCN3S(=O)(=O)c2ccc(Cl)cc2)cc1 | 2% | ? | 0%
COC(=O)c1ccc(S(=O)(=O)N2CCCC2)o1 | -8% | -2% | -6%
COc1ccc(Cl)cc1-c1n[nH]c(=S)n1C | 9% | -16% | -5%
Cc1ccc2oc(=O)c3cnn(CC(=O)Nc4cccc(C(F)(F)F)c4)c3c2c1 | 1% | -8% | -5%
c1ccc(COc2cccc(CN3CCc4ccccc4C3)c2)cc1 | 0% | -13% | -6%
CCCCNC(=O)c1ccc(/C=C2\Oc3ccccc3N(C)C2=O)cc1 | -3% | -21% | -3%
CN(C)c1ncnc2ccc(-c3cccc(C#N)c3)cc12 | · | ? | -16%
N#CC1=C2Sc3ccccc3N2CCCC1=O | -8% | -2% | 0%
COc1ccc(C(=O)N2CCN(c3nc4ccccc4o3)CC2)cc1OC | 1% | 21µM* | -2%
CCOc1ccc(NC(=O)CSc2nc3nc(C)cc(C)n3n2)cc1 | 4% | ? | 0%
C=CCn1cc(C(=O)NCc2cccnc2)c(=O)c2cc(S(=O)(=O)N(CC)CC)ccc21 | 3% | ? | -1%
COc1ccc(CNC(=O)CCCn2nc(C)c3c(C)n(-c4ccc(C)cc4)nc3c2=O)cc1 | 0% | 9.2µM* | -6%
CN1CCCCc2c1nc1c(c2N)CCCC1 | -6% | 2% | -3%
OCCN(CC#CC(O)(c1ccccc1)c1cccc(F)c1)CCO (stereo unspecified) | 2% | -3% | ?
c1ccc(C(Cc2nc(-c3cccnc3)no2)c2ccccc2)cc1 | 2% | ? | -15%
Cc1ccc2nsnc2c1NC(=O)c1ccc2c(c1)OCCO2 | -3% | -10% | 3%
Cc1ccccc1NC(=O)Cn1nnc2c(cnn2-c2ccc(F)cc2)c1=O | 1% | -27% | -6%
CC(C)c1ccc2occ(CC(=O)Nc3cccc(C(F)(F)F)c3)c2c1 | 5% | 29µM* | -14%
Cc1ccc(S(=O)(=O)c2nc(-c3ccco3)oc2SCC(=O)NCC2CCCO2)cc1 (stereo unspecified) | 0% | -7% | ?
CC(C)C(NS(=O)(=O)c1ccc2c(c1)OCCO2)C(=O)NCCc1ccccn1 (stereo unspecified) | 3% | -1% | -8%
COc1ccc(CNc2ccccc2SC)cc1OC | 7% | ? | -27%[0.501 µM]
COc1cc2c(cc1OC)C(C(=O)O)C(c1ccc(C)o1)N(C)C2=O (stereo unspecified) | 0% | -4% | -2%
O=S(=O)(Cc1ccc(Cl)cc1)c1ccccc1-c1nnc(-c2ccccc2)o1 | 0% | ? | 2%
CCn1c(CNC(=O)c2ccccc2Cl)cc2ccccc21 | 4% | ? | 2%
Cc1cc(C(=O)NC2CCCN(Cc3ccc(Cl)cc3)C2)c(C)o1 (stereo unspecified) | 4% | ? | -2%
Cn1nc(-c2ccccc2)cc1NC(=O)c1ccc(Cl)cc1 | · | -18% | -6%
CC(C)C(NC(=O)c1ccc(Cl)cc1)C(=O)O (stereo unspecified) | 4% | 8% | -4%
C=CCOc1ccc(CNCC2CCCO2)cc1 (stereo unspecified) | 3% | -8% | -11%
COc1cccc(N(CC(=O)Nc2ccccc2C)S(C)(=O)=O)c1 | 3% | -6% | 1%
CCOc1ccc(S(=O)(=O)N(CC(=O)Nc2ccc(OC)cc2OC)c2ccccc2)cc1 | · | ? | 1%
CCCCN(CCCC)S(=O)(=O)c1ccc(C(=O)Nc2nnc(CSC)o2)cc1 | 12% | 9.2µM* | 24%
COCCNc1cc(C)nc2cc(-c3ccc(C)cc3)nn12 | 1% | -9% | -7%
COc1cc(OC)nc(Oc2cc(C=O)ccc2OC)n1 | · | -36% | 1%
O=S(=O)(c1cc(F)ccc1F)N1CCN(c2ccccn2)CC1 | 2% | 6% | -9%
Cc1ccc(S(=O)(=O)c2nnn3c2nc(NCc2cccs2)c2sccc23)cc1 | 3% | -26% | -15%
CN(C)CCN(Cc1ccco1)C(=O)c1oc2ccccc2c1NC(=O)c1cccc(F)c1 | 7% | ? | 4%
Cc1ccc(C)c(NC(=O)CN(C)C(=O)c2ccc3c(=O)n4c(nc3c2)CCC4)c1 | -4% | 11% | 0%
CCC1CN(C(=O)N2CCC(C(=O)NCCc3ccccc3)CC2)c2ccccc2O1 (stereo unspecified) | 0% | 8.2µM* | -3%
O=C(CNC(=O)c1ccc(Cl)cc1)NC1CCCCC1 | 2% | -4% | -18%
COc1ccc(-c2nnc(NC(=O)c3ccccc3C)o2)cc1 | · | 15µM* | -15%
Cc1ccc(NC(=O)CCn2c(=O)c3cccn3c3ccccc32)cc1Cl | 6% | 23µM* | -7%

Random excerpt: 2 records from the list.
SMILES | TDP1 block | TDP1 cell noCPT | KAT2A inh
COc1cc(OC)nc(Oc2cc(C=O)ccc2OC)n1 | · | -36% | 1%
O=C(CNC(=O)c1ccc(Cl)cc1)NC1CCCCC1 | 2% | -4% | -18%

Another view of 12 compounds above:
Fields – TDP1 block, TDP1 cell noCPT, KAT2A inh
CCOc1ccc(S(=O)(=O)N(CC(=O)Nc2ccc(OC)cc2OC)c2ccccc2)cc1
    ·, ?, 1%
CCCCN(CCCC)S(=O)(=O)c1ccc(C(=O)Nc2nnc(CSC)o2)cc1
    12%, 9.2µM*, 24%
COCCNc1cc(C)nc2cc(-c3ccc(C)cc3)nn12
    1%, -9%, -7%
COc1cc(OC)nc(Oc2cc(C=O)ccc2OC)n1
    ·, -36%, 1%
O=S(=O)(c1cc(F)ccc1F)N1CCN(c2ccccn2)CC1
    2%, 6%, -9%
Cc1ccc(S(=O)(=O)c2nnn3c2nc(NCc2cccs2)c2sccc23)cc1
    3%, -26%, -15%
CN(C)CCN(Cc1ccco1)C(=O)c1oc2ccccc2c1NC(=O)c1cccc(F)c1
    7%, ?, 4%
Cc1ccc(C)c(NC(=O)CN(C)C(=O)c2ccc3c(=O)n4c(nc3c2)CCC4)c1
    -4%, 11%, 0%
CCC1CN(C(=O)N2CCC(C(=O)NCCc3ccccc3)CC2)c2ccccc2O1 (stereo unspecified)
    0%, 8.2µM*, -3%
O=C(CNC(=O)c1ccc(Cl)cc1)NC1CCCCC1
    2%, -4%, -18%
COc1ccc(-c2nnc(NC(=O)c3ccccc3C)o2)cc1
    ·, 15µM*, -15%
Cc1ccc(NC(=O)CCn2c(=O)c3cccn3c3ccccc32)cc1Cl
    6%, 23µM*, -7%

(further entries)
SMILES | TDP1 block | TDP1 cell noCPT | KAT2A inh
COc1ccc(NC(=O)Cc2coc3ccc4ccccc4c23)cc1S(=O)(=O)N1CCOCC1 | 1% | ? | -6%
O=C(CSc1nnc(CNC(=O)c2ccco2)o1)c1ccc(Cl)cc1 | 0% | ? | -3%
O=C1COc2ccc(C(=O)CSc3ccc(Br)cc3)cc2N1 | -3% | 16µM* | -7%
Cn1nc(-c2ccccc2)cc1NC(=O)C1CCCCC1 | · | ? | 3%
O=C(COC(=O)c1ccccc1O)NC1CCCc2ccccc21 (stereo unspecified) | -1% | ? | -2%
NC(CC(=O)O)c1cccc(OCc2ccccc2)c1 (stereo unspecified) | -4% | -6% | -1%
COC(=O)CNc1nc(OC)nc(N(C)C)n1 | 4% | -22% | 0%
O=C(/C=C/c1ccccc1)NC1CC2CCC1C2 (stereo unspecified) | 1% | -21% | 2%
Cc1ccc(N(C(=O)Cn2nnc(-c3ccc(C)o3)n2)C(C(=O)NC2CCCC2)c2ccco2)cc1 (stereo unspecified) | 5% | 13µM* | 2%
CC1CC(Nc2ccccc2)c2ccccc2N1C(=O)c1ccncc1 (stereo unspecified) | -3% | 8.2µM* | -11%
CCOC(=O)c1c(C)n(C)c2ccc(OCC(O)CN3CCC(C)CC3)cc12 (stereo unspecified) | 2% | ? | -21%
O=C(Cc1nn[nH]n1)c1ccccc1O | -3% | -15% | 1%
COc1cc(NC(=S)N(C)C)c(OC)cc1Cl | 4% | -4% | -3%
CCC(=O)N1CCc2cc(S(=O)(=O)CCC(=O)NCc3ccc(F)cc3)ccc21 | 2% | 3.3µM* | 3%
CC(C)(C)OC(=O)[C@H](CCCCN)NC(=O)c1nc[nH]c1C(=O)N[C@@H](CCCCN)C(=O)OC(C)(C)C | 0% | 5% | -9%
NS(=O)(=O)c1cccc(NC(=O)CCCNC(=O)c2ccc(Cl)cc2)c1 | 2% | 10% | -2%
Cc1csc(/N=C/N(C)C)c1C#N | 0% | -18% | -9%
Cc1ccc(-c2nn(-c3ccc(F)cc3)cc2C(=O)NC2CCC(O)CC2)cc1 (stereo unspecified) | -1% | -7% | 2%
O=C(COC(=O)c1cc(=O)[nH]c2ccccc12)Nc1ccc(F)cc1 | 0% | -6% | -9%
Cc1ccc(Oc2ncccc2CO)cc1 | 3% | -3% | 1%
CCCN1C(=O)/C(=C\C=C2/Sc3ccccc3N2CC)SC1=S | 5% | · | 0%
Cc1c(NC(=O)CC(C)C)cccc1-c1nc2cccnc2s1 | 5% | ? | -9%
CCOC(=O)c1c(NC(=O)COC(=O)CCOc2ccc(C)cc2)sc(C(=O)N(C)C)c1C | · | 1% | -1%
Cn1c(S(=O)(=O)O)nc2ccccc21 | · | 21% | -1%
Cc1ccc(S(=O)(=O)CC(=O)Nc2ccc(S(=O)(=O)Nc3ccccn3)cc2)cc1 | -5% | 2% | -3%
Cc1noc(C)c1COc1ccc(C(=O)Nc2ccccn2)cc1 | 4%[56.1 µM] | -2% | -28%
Cn1nnc2c(N3CCN(c4cccc(Cl)c4)CC3)ncnc21 | 5% | 4.1µM* | 0%
CN(C(=O)c1ccccc1-c1ncc[nH]1)C1CCCN(Cc2ccccc2F)C1 (stereo unspecified) | 5% | 1% | -3%
S=c1sc2c(Cl)ncnc2n1-c1ccccc1 | 6% | 10µM* | -6%
CCCOc1ccc(C2C(=O)N(C3CCCCCC3)CC(=O)N2CCCOCC)cc1OC (stereo unspecified) | 5% | ? | -2%
CCc1nc(SCc2ccc(C(=O)OC)o2)n[nH]1 | · | ? | -11%
CSc1nnc(C(C)(C)C)c(=O)n1/N=C/c1ccc(Cl)cc1 | · | ? | 0%
CCOC(=O)C1(CC2CC2)CCN(C(=O)c2ocnc2C)CC1 | 0% | -23% | -13%
COc1ccccc1CNS(=O)(=O)c1ccc(F)c(C(=O)Nc2cc(Cl)ccc2OC)c1 | 5% | ? | -5%
O=C(CSc1ccc(-c2cccs2)nn1)N1CCCCCC1 | -3% | 23µM* | 4%
Cn1c(=O)[nH]c(=O)c2c1[nH]c(=S)n2CCCc1ccccc1 | · | -26% | 16µM*
Cc1cc(C)cc(C(=O)NC(CC(N)=O)c2ccc(N3CCCCCC3)c([N+](=O)[O-])c2)c1 (stereo unspecified) | · | -24% | -3%
Cc1ccc(N2C(=O)CC(Sc3ncn[nH]3)C2=O)cc1C (stereo unspecified) | -1% | 5.2µM* | -17%
COc1ccc(NC(=O)CSCC(=O)N(C)CC(=O)Nc2c(C)cccc2C)cc1 | 0% | 9% | -1%
CCOC(=O)Cn1c(O)c(N=NC(=O)OC)c2ccccc21 | 4% | -3% | -2%
Cc1ccc(N2CC(C(=O)Nc3nnc(C(C)C)s3)CC2=O)cc1 (stereo unspecified) | 0% | -14% | 0%
C=C1c2ccccc2O[C@H](C(=O)OCC)[C@H]1OC | 1%[56.1 µM] | 2% | -1%
CCCOc1ccc(Oc2cc(C)nc(SC)n2)nn1 | 5% | -12% | -2%
O=C(NC(NC(=S)Nc1cccc(C(=O)O)c1)C(Cl)(Cl)Cl)OCc1ccccc1 (stereo unspecified) | -2% | -2% | -2%
NS(=O)(=O)c1ccc(CCNC(=O)c2cccc3ccccc23)cc1 | 10% | -7% | -4%
O=c1cc(-c2ccc3c(c2)OCCO3)oc2ccc(Cl)cc12 | -2% | ? | 8%
CCc1ccc2nc(N(CCCN(C)C)C(=O)c3ccc(S(=O)(=O)N(C)C4CCCCC4)cc3)sc2c1 | 7% | ? | -19%
Cc1ccc(OCc2nnc(SCC(=O)c3ccccc3)n2Cc2ccco2)cc1 | 5% | 18µM* | -7%
